Screens from PubChem BioAssay.
esBAF inh: blocks esBAF chromatin remodeling in mouse ES cells; reporter increase, % at 12.5 µM; 2% of 350,000 active; Bmi1-luciferase knock-in reporter, 24 h; 100% = twice the neutral-well signal; in the data active = activation above about 40%; inconclusive = no clear call, values can overlap the other calls;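 note: 0% = median of the plate's neutral control wells and 100% = double that signal; a rise in the Bmi1 reporter signal indicates esBAF inhibition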
RAD54 branch: RAD54 (human) branch migration inhibition; Q92698; RAD54 Holliday junction branch migration, FAM/BHQ fluorescence; inhibition, % at 10.4 µM; 0.14% of 360,000 active; AID 602329;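 active = mean normalized replicate activity at least 40 and at least half of replicates scoring 40 or more; inconclusive = only one of the two criteria met; inactive = mean below 40 and under half of replicates reaching 40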;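 note: 0% = median of neutral control wells and 100% = median of positive control wells; inhibitors cause a drop in the FAM fluorescence signal; in these data hits start at about 50%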
Target sequence (Q92698 whole entry, looked up): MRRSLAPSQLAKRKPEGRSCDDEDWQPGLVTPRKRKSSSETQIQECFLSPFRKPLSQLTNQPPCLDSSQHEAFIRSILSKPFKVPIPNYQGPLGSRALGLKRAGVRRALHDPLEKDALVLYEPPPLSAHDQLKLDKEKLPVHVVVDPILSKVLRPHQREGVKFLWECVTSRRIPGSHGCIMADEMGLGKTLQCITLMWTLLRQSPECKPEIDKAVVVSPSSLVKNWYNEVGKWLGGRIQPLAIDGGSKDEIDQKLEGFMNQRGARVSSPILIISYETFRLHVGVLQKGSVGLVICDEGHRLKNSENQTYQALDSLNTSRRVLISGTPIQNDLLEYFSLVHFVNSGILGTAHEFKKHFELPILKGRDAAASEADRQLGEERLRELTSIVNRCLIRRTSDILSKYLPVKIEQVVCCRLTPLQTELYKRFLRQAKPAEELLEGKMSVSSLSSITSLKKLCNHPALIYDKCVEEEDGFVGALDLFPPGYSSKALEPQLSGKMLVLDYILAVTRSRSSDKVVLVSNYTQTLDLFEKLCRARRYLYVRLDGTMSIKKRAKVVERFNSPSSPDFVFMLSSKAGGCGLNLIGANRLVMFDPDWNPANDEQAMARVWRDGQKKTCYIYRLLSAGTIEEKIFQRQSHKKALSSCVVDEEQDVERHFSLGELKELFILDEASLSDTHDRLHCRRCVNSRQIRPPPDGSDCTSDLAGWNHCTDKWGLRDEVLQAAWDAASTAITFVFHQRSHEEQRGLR
* = called active by the depositor; u = inconclusive. Not all compounds are listed; rates above refer to the full screens.

SMILES	esBAF inh	RAD54 branch
O=S(=O)(c1ccc2ccccc2c1)N(CC(O)COCc1ccco1)c1ccccc1 (centres undefined)	13	-21
CCOc1ccc(C(=O)Nn2cnnc2)cc1	2	-8
COc1ccc(C2N=C(N)N=C(N)N2c2ccccc2)cc1OC (centres undefined)	1	-1
N#CC1=C(N)OC2=C(C(=O)CCC2)C1c1ccc(OC(=O)N2CCOCC2)cc1 (centres undefined)	-4	-4
Cc1cc(C(=O)OCC(=O)N2c3ccccc3CC2C)c(C)o1 (centres undefined)	36	-8
NC(=O)c1c(NC(=O)CSc2nnc(Cc3ccccc3)n2Cc2ccco2)sc2c1CCC2	-3	-15
O=C(c1cc2cc(Cl)ccc2oc1=O)N1CCCC1	-3	-6
Cc1cc(C(=O)COC(=O)C2=NNC(=O)CC2)c(C)n1-c1ccc(OC(F)F)cc1	-40	-15
COc1ccc(C(=O)Nn2c(C)ccc2C)cc1OC	-2	-1
COc1ccc(-c2noc(CCC(=O)Nc3cccnc3)n2)cc1OC	-5	-3
COc1ccc2c(c1)CCCC21NC(=O)NC1=O (centres undefined)	-4	-16
O=C1Nc2ccccc2C(O)(C(=O)NCc2ccco2)N1c1ccc(Cl)c(Cl)c1 (centres undefined)	1	1
COC(=O)CSc1nnc(-c2ccoc2C)n1-c1ccc(C)cc1	-6	0
CNC(=O)c1cc2cccc(OC)c2oc1=O	-7	2
O=C(c1ccco1)N1CCC(c2nc(-c3ccc(F)cc3)no2)CC1	-2	0
CCCc1nnc(NC(=O)CCC(=O)N2CCN(CCOc3ccc(C)cc3)CC2)s1	4	-5
CC(Sc1nc(NCc2ccccc2)nc(N2CCOCC2)n1)C(=O)Nc1ccccc1 (centres undefined)	-4	4
CC1(C)CC(OC(=O)c2ccco2)CC(C)(C)N1O	-1	-7
CC1(C)C(=O)OC(c2cccs2)C(C)(C)C1=O (centres undefined)	-5	3
CCn1c2ccccc2c2cc(NC(=O)CSc3nnc(-c4ccc(OC)c(OC)c4)n3N)ccc21	-3	-5
CCOC(=O)C1C(=O)NC(N2CCCCC2)=NC1C(C)C (centres undefined)	-6	-2
O=c1c([N+](=O)[O-])c(N2CCCCC2)c2ccccc2n1-c1ccccc1	-8	-17
CCCN(CCO)CCCc1ccccc1	-6	9
COc1ccccc1-c1cc(C(=O)N/N=C/C=C/c2ccccc2[N+](=O)[O-])c2ccccc2n1	-3	4
COc1ccc(-c2nn(-c3ccccc3)cc2CO)cc1	17	-1
COc1cc2c(cc1OC)C(COc1ccc(F)cc1)N(C(=O)c1ccco1)CC2 (centres undefined)	-2	6
COc1ccc(/C(O)=C2\C(=O)C(=O)N(CCN(C)C)C2c2cc(OC)c(OC)c(OC)c2)c(C)c1 (centres undefined)	-1	-4
COc1ccc(NC(=O)Cn2c(=O)sc3ccccc32)cc1	0	-5
CC(=O)c1c(C)n(C)c2ccc(O)cc12	-12	2
CC(=O)NC(CC(=O)Nc1cccc(S(=O)(=O)N2CCCCC2)c1)c1ccccc1 (centres undefined)	-1	-8
COc1ccc(C(=O)NC(C)c2cc(OC)c(OC)cc2Br)cc1 (centres undefined)	3	1
Cn1c(N/N=C/c2cccs2)cc(=O)n(C)c1=O	26	-2
COc1cccc(/C=N/n2nnc3c(cnn3-c3ccccc3)c2=O)c1	4	3
Cc1sc(-c2ccncc2)nc1OC(=O)c1ccccc1	0	9
CCc1ccc2c(c1)C(C)=CC(C)(C)N2	-3	8
Cc1ccc(-n2nnnc2SCC(=O)Nc2c(C)n(C)n(-c3ccccc3)c2=O)cc1	-4	-2
CC(C)Sc1cc(N2CCCC2)nc(-c2ccc(F)cc2)n1	-10	7
CCOc1ccc(C(C)=O)cc1CC(C(N)=O)C(N)=O	-8	-2
C[N+](C)(C)CC/C=C1/c2ccccc2CSc2ccccc21	2	-5
c1ccc(-c2nnc(-c3ccco3)o2)cc1	40	-5
Cc1ccc(S(=O)(=O)N(CC(=O)N/N=C/c2cccc3c2OCCO3)c2ccccc2F)cc1	-4	0
COc1ccc(CNC(=O)C2CCN(S(=O)(=O)N3CCOCC3)CC2)cc1	-4	-1
Fc1cnc(N2CCOCC2)nc1NCc1ccccc1	6	6
O=c1c2cc(-c3ccccc3)sc2ncn1/N=C/c1ccco1	35	1
Cc1cc(C)cc(-n2cnc3cc(C(=O)O)ccc32)c1	-4	5
O=C(O)CN(Cc1ccco1)S(=O)(=O)c1ccccc1	-5	-6
COC(=O)c1sccc1NC(=O)c1cc2c(s1)CCCC2	20	-13
Cc1cccc(C)c1-n1nnnc1SCSc1nnnn1-c1c(C)cccc1C	-6	-4
Cc1ccc(CC(=O)Nc2nnc(-c3ccc(F)cc3)o2)c(C)c1	-2	-5
Cn1c(-c2ccc(Br)o2)nc2ccccc21	31	3
O=C(Cn1cnc2c(nnn2Cc2ccc(Cl)cc2)c1=O)NC1CCCC1	14	4
CCSc1cc(N2CCCC2)nc(-c2ccccc2)n1	-8	-1
CCOCCCNC(=O)c1ccc2c(c1)ncn2C1CCCC1	-9	8
CCNc1oc(-c2cccc3ccccc23)nc1C#N	60*	-1
COc1cc(OC)cc(C(=O)Nc2cccc(C(C)=O)c2)c1	16	0
CC(NS(=O)(=O)c1ccc(Cl)cc1)C(=O)NCc1ccco1 (centres undefined)	0	-4
Cc1cc(C)n2cc(CSc3nnnn3C)nc2n1	-2	-2
Cc1ccc(NCCC(=O)c2ccc(Cl)c(Cl)c2)cc1	11	2
Cc1ccccc1-n1c(SCC(N)=O)nc2sc(-c3ccccc3)cc2c1=O	0	2
CC(C)(C)C1CCC2(CC1)Nc1cccc3cccc(c13)N2	-9	4

Going on with the list:
SMILES	esBAF inh	RAD54 branch
CC(C)c1ccc(C(=O)N/N=C/c2cccc(Cl)c2Cl)cc1	18	-7
CNC(=O)c1cc2cc(OC)ccc2n1CCN(C)C	-2	7
O=C(NC1CC2CCC(C1)N2C(=O)NCc1ccccc1)C1CC1 (centres undefined)	2	6
Cc1c(C(=O)N2CC(C)OC(C)C2)oc2ccccc12 (centres undefined)	8	9
CCOc1cc(/C=C2\CCC/C(=C\c3cc(Cl)c(O)c(OCC)c3)C2=O)cc(Cl)c1O	-69	-5
Cc1ccc(C)c(N2CCN(C(c3ccncc3)c3nnnn3Cc3ccccc3)CC2)c1 (centres undefined)	-1	1
COc1ccccc1NC(=O)COC(=O)c1ccc(S(=O)(=O)NCc2ccco2)cc1	-1	-8
CC1(C)CC(=O)C=C(NCCN2CCN(C(=O)Nc3ccc(Cl)c(Cl)c3)CC2)C1	-11	0
CC(C)c1ccc(S(=O)(=O)c2nnn3c2nc(NCC2CCCO2)c2ccccc23)cc1 (centres undefined)	-3	6
C=CCOc1ccc(CNc2nccs2)cc1OC	9	7
COc1ccc(-n2c(-c3ccccc3)nc(=S)c3c2CCCC3)cc1	0	-9
O=C(Nn1cnnc1)C(c1ccccc1)c1ccccc1	-10	-15
COc1ccc(-n2c(SCC(=O)NNC(=O)c3ccccc3C)nnc2-c2ccncc2)cc1	-2	-4
CCOc1ccc(C(=O)CC(C(=O)O)N2CCN(Cc3ccccc3)CC2)cc1 (centres undefined)	2	3
Cc1cc(-c2nnc(-c3ccccc3)c(-c3ccccc3)n2)c(C)o1	-6	4
NC1=NC(c2ccccc2Cl)n2c(nc3ccccc32)N1 (centres undefined)	0	3
CCN1C(=O)NC(c2cc(Br)ccc2OC)C(C(=O)OC)=C1C (centres undefined)	-4	-2
COc1ccc(CN(CC(=O)NCc2ccco2)C(=O)CCC(=O)Nc2ccccn2)cc1	-4	-2
CCCCCCCC(=O)NN1CCOCC1	-3	-3
Cc1[nH]n(C(N)=S)c(=O)c1N=Nc1cccc([N+](=O)[O-])c1C	u	2
COc1ccc(C2c3cc(OC)c(OC)cc3CCN2C2CC(=O)N(c3ccccc3)C2=O)cc1OC (centres undefined)	6	3
COc1cccc(C2/C(=C(/O)c3ccccc3)C(=O)C(=O)N2CCCC(=O)O)c1 (centres undefined)	-6	5
CCOc1ccc(S(=O)(=O)N2CCCC2)cc1	-3	-3
COc1cc2c(cc1NC(=O)Nc1ccccc1)oc1ccccc12	27	1
CCOC(=O)Cc1csc(NC(=O)CSc2nc3sc(C(=O)O)c(C)c3c(=O)[nH]2)n1	-8	-1
O=C(O)C1CCCCC1C(=O)Nc1ccc2c(c1)CCC2 (centres undefined)	-8	-11
CCCCCCCCCCCCCCCC[N+](C)(C)CCN(Cc1ccc(OC)cc1)c1ncccn1	-70	u
Cc1cccc([C@@H]2[C@@H]3C(=O)N(Cc4ccccc4)C(=O)[C@@H]3[C@]3(C)C(=O)N(c4ccc(C(F)(F)F)cc4)C(=O)N23)c1	-2	-9
O=C(O)CCOc1ccc2c(c1)OCCO2	-6	-13
O=C(CSc1nnc(-c2cccnc2)o1)c1cc2ccccc2oc1=O	0	8
CC(C)(C)C(=O)/C=C(\N)c1ccncc1	-20	-12
CN(Cc1cc2ccccc2[nH]c1=O)C(=O)C1CCCCC1	1	-2
COCCN1CN=C(Nc2nc3ccccc3o2)NC1	33	-4
Cc1nnnn1-c1cccc(C(=O)O)c1	2	9
Cc1ccc(/C=N/c2sc3c(c2C#N)CCCCC3)o1	4	1
CCOc1ccc(-c2nnc(-c3ccco3)o2)cc1	-33	1
CCN(CC)CCN1C(=O)C2C3c4ccccc4C(c4ccccc43)C2C1=O (centres undefined)	-15	2
COc1cc(/C(C#N)=C/c2ccccc2)c([N+](=O)[O-])cc1OC	-5	-8
COC(=O)c1ccc(NC(=O)c2ccc(N(C)S(C)(=O)=O)cc2)cc1	1	-5
C=CCN1C(=O)C(O)(CC(=O)c2ccc(N)cc2)c2ccccc21 (centres undefined)	-10	-2
O=C(NCc1ccccc1Cl)c1ccc2nc([C@@H]3O[C@H](CO)[C@H](O)[C@H](O)[C@H]3O)[nH]c2c1	-12	-4
O=C(CSc1nnnn1C1CCCC1)N1CCCc2ccccc21	14	-12
CCCCOc1ccc(-c2nnn(CC(=O)NCc3ccco3)n2)cc1	u	-5
C/C(=N\NC(=O)C(=O)Nc1cccc(C(F)(F)F)c1)c1ccc(Cl)s1	5	-1
O=C(Nc1ccc2c(c1)OCO2)c1cc2ncc(Br)cn2n1	21	5
CCC(=O)N1CCc2cc(Br)cc(S(=O)(=O)CCC(=O)NCc3ccco3)c21	6	15
Cc1ccc(C)c2[nH]c(=O)c(CCNC(=O)c3ccc4c(c3)OCO4)cc12	-4	1
CC(=O)Nc1ccc(-c2cc(-c3ccc(NC(C)=O)cc3)nc(-c3ccccc3)n2)cc1	-3	-3
CCOc1ccc(S(=O)(=O)N2CCN(C)CC2)c(C)c1C	3	-5
O=C(Nn1cnc2ccccc2c1=O)c1ccccc1Cl	26	7
O=C(C1CC1)N(CCc1ccccc1)Cc1nc2ccccc2c(=O)[nH]1	4	-2
CCC(=O)Nc1cccc(-c2nnc(SCC(=O)NCc3ccco3)n2C)c1	-4	-11
Cc1ccc(NC(=O)c2ccco2)c(NC(=O)CN2C(=O)c3ccccc3C2=O)c1	0	-5
CCN(CC)c1ccc(C2C(C(=O)OCCOC(C)C)=C(C)NC3=C2C(=O)CCC3)cc1 (centres undefined)	2	-1
CC(C)n1c(S(=O)(=O)O)nc2ccccc21	-3	2
CS(=O)(=O)NCc1nnc(SCC(=O)NC2CCCCC2)n1-c1ccc(F)cc1	-3	0
CCCC(C(=O)NCc1ccco1)N(C(=O)CNS(=O)(=O)c1ccccc1)C1CCCC1 (centres undefined)	11	0
O=C1c2cccnc2C(=O)N1CO	1	5
COC(=O)c1ccc(/C=C/C(=O)c2ccc(OC)cc2)cc1	-3	-5
Cc1ccc(C2(C(=O)N3CCC(n4nc(-c5ccccc5)oc4=O)CC3)CC2)cc1	0	-10

More compounds follow.
SMILES	esBAF inh	RAD54 branch
COCCNc1nc(SCC(=O)N2CCN(c3ccccc3OC)CC2)nc2ccccc12	7	-6
Cc1cc(C)n(C(=O)CNC(=O)COc2ccccc2)n1	0	-4
Cc1c(Br)c([N+](=O)[O-])nn1C(C)C(=O)NCc1cccnc1 (centres undefined)	-1	5
Cc1ccc(S(=O)(=O)n2cnc3cc([N+](=O)[O-])ccc32)c(C)c1C	-12	-10
COC(=O)c1c(C#N)c(N)nc2c1CCC2	0	-2
Cc1ccc(S(=O)(=O)N/N=C/c2ccc(OC3CSC3)cc2)cc1	-1	-5

Filtered by structure: the entries above containing an aryl thioether with sulfur outside any ring.
SMILES	esBAF inh	RAD54 branch
NC(=O)c1c(NC(=O)CSc2nnc(Cc3ccccc3)n2Cc2ccco2)sc2c1CCC2	-3	-15
COC(=O)CSc1nnc(-c2ccoc2C)n1-c1ccc(C)cc1	-6	0
CC(Sc1nc(NCc2ccccc2)nc(N2CCOCC2)n1)C(=O)Nc1ccccc1 (centres undefined)	-4	4
CCn1c2ccccc2c2cc(NC(=O)CSc3nnc(-c4ccc(OC)c(OC)c4)n3N)ccc21	-3	-5
Cc1ccc(-n2nnnc2SCC(=O)Nc2c(C)n(C)n(-c3ccccc3)c2=O)cc1	-4	-2
CC(C)Sc1cc(N2CCCC2)nc(-c2ccc(F)cc2)n1	-10	7
Cc1cccc(C)c1-n1nnnc1SCSc1nnnn1-c1c(C)cccc1C	-6	-4
CCSc1cc(N2CCCC2)nc(-c2ccccc2)n1	-8	-1
Cc1cc(C)n2cc(CSc3nnnn3C)nc2n1	-2	-2
Cc1ccccc1-n1c(SCC(N)=O)nc2sc(-c3ccccc3)cc2c1=O	0	2
COc1ccc(-n2c(SCC(=O)NNC(=O)c3ccccc3C)nnc2-c2ccncc2)cc1	-2	-4
CCOC(=O)Cc1csc(NC(=O)CSc2nc3sc(C(=O)O)c(C)c3c(=O)[nH]2)n1	-8	-1
O=C(CSc1nnc(-c2cccnc2)o1)c1cc2ccccc2oc1=O	0	8
O=C(CSc1nnnn1C1CCCC1)N1CCCc2ccccc21	14	-12
CCC(=O)Nc1cccc(-c2nnc(SCC(=O)NCc3ccco3)n2C)c1	-4	-11
CS(=O)(=O)NCc1nnc(SCC(=O)NC2CCCCC2)n1-c1ccc(F)cc1	-3	0
COCCNc1nc(SCC(=O)N2CCN(c3ccccc3OC)CC2)nc2ccccc12	7	-6
